ERK EGF inh = inhibitors of EGF-stimulated ERK signaling pathway; HEK293-V1b, EGF-stimulated phospho-ERK AlphaScreen; Potency, µM (titrated, usually from 11.5 µM), without a hit: at the top dose activity change, negative = inhibition, actives largely listed as inhibitors; actives 0.41% (n = 130,000); AID 1454; active = well fitted inhibition curve with a large enough effect; inconclusive = small, poorly fitted or top-dose-only effect, or effect the other way;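 note: plate controls were stimulated vehicle wells for no effect and unstimulated vehicle basal for full effect; nearly all actives have a fitted effect of over 55% in size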
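Concentration-response of compounds against EGF-driven ERK phosphorylation in V1b-expressing HEK293 cells; 30 min preincubation, 5 min EGF, AlphaScreen detection; Normalized to DMSO basal and 25 nM EGF.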
Starred values were filed as active, the others as inactive; ? = inconclusive; & = joins results of further samples; [ ] = remark or other dose. Potency is the fitted concentration of half-maximal effect. These rows are one share of the data; the hit share may differ from the screen's.

structure	ERK EGF inh
O=C(COC(=O)C1(c2ccc(Cl)cc2)CCCC1)NCc1ccco1	-3.8%
Cc1cccc(-n2c(-c3cccc([N+](=O)[O-])c3)nc3nc4ccccc4nc32)c1	4.7%
COc1cc(/C=C/C(=O)N(Cc2ccccc2)c2ccccn2)cc(OC)c1OC	3.3%
O=C(Cc1cccs1)Nc1nnc(SCc2ccc(C(F)(F)F)cc2)s1	0.7%
Cc1ccc(S(=O)(=O)c2nc(C)oc2N2CCOCC2)cc1	-3.1%
CCOC(=O)CCC(NC(=O)CCCCC(=O)NC(CCC(=O)OCC)C(=O)OCC)C(=O)OCC (stereo not drawn)	-2.8%
Fc1ccc2c(c1)/C(=N/Nc1ccccn1)CCS2	-0.4%
C=CCNC(=S)NNC(=O)c1csc(C)c1C	3.1%
Cc1cc(NC(=O)c2cc(F)c(F)cc2Cl)no1	-6.7%
Cc1cccc2sc(N(CCCN(C)C)C(=O)COc3ccc(Cl)cc3)nc12	3.5%
CCOC(=O)COc1cc2oc(=O)cc(C)c2cc1[N+](=O)[O-]	-13.0%
O=C(COC(=O)c1cc(-c2cccc3ccccc23)nc2ccccc12)NC1CCS(=O)(=O)C1 (stereo not drawn)	3.5%
O=c1c2cccc(Cl)c2nc2n1Cc1ccccc1-2	-21.0%[57.5 µM]
CCn1cc(C(=O)O)c(=O)c2cnc(N3CCN(C(=S)Nc4ccccc4Cl)CC3)nc21	4.2%[57.5 µM]
Cc1ccc2oc(=O)c3c4cc(O)c(O)cc4oc3c2c1	?
COC(=O)c1cc(N=C(N)N=C(N)N)cc(C(=O)OC)c1	1.1%[57.5 µM]
CCN(Cc1ccccc1)c1ccc(/C=N/NS(=O)(=O)c2ccc(C)c([N+](=O)[O-])c2)cc1	6.6%
O=C(O)/C=C\c1ccccc1Oc1ccc(F)cc1	-3.4%
CN(C)NC(=O)c1cccc(Cl)c1	-7.1%[57.5 µM]
Cc1c(C(=O)O)cccc1-c1ccc(/C=C2/NC(=O)N(c3ccccc3)C2=O)o1	2.4%
Cc1ccc(NC(=S)NCc2ccc(S(N)(=O)=O)cc2)c(C)c1	?
C[C@H]1C2=C3C(CC[C@H]4C(OCc5ccc(F)cc5C(F)(F)F)OC[C@](C)([C@@H]34)N(C(=O)OC(C)(C)C)C2)C(CO)C1CO (stereo partly drawn)	-9.0%
O=S(N1CCc2ccccc21)C12CC3CC(CC(C3)C1)C2 (stereo not drawn)	?
BrC(=C\c1ccccc1)/C=N/Nc1nc2ccccc2[nH]1	-6.4%
CN(C)c1ccc(C2/C(=C(/O)c3ccccc3)C(=O)C(=O)N2CCCC(=O)O)cc1 (stereo not drawn)	-6.4%[57.5 µM]
CC(=Nc1ccc(C)cc1C)c1sc2ccccc2c1O	-11.7%
Cc1cc(C(=O)OCC(=O)Nc2ccccc2)c(C)o1	-5.4%
COCCN(CCOC)C(=S)Nc1ccccc1	29.3%
CC1(C)C(=O)OC(c2cccn2-c2ccc([N+](=O)[O-])cc2)C2(CCCCC2)C1=O (stereo not drawn)	1.6%
CN(C(=S)NCCN1CCOCC1)C(c1ccccc1)c1ccccc1	-17.0%
C=CCn1cc(/C=C2\SC(N3CCOCC3)=NC2=O)c2ccccc21	-5.9%[57.5 µM]
N#CC(C#N)=C1c2cc(S(=O)(=O)NCCO)ccc2-c2ccc(S(=O)(=O)NCCO)cc21	5.7%[57.5 µM]
N#Cc1ccccc1COC(=O)c1cccnc1N	3.9%
CCOCCCNC(=O)/C=C1\Sc2ccccc2N(Cc2ccccc2F)C1=O	3.5%
C[C@@H]1CC[C@H]2C(=O)N3[C@@H](CC[C@@H](C)[C@@H]3c3ccc(Br)cc3)C(=O)N2[C@H]1c1ccc(Br)cc1	-3.1%
O=C(NC1CC2CCCC(C1)N2CC(=O)N1CCCc2ccccc21)C1CCCCC1 (stereo not drawn)	0.0%
O=C(c1ccc([N+](=O)[O-])s1)N1CCc2ccccc2C1	-19.0%[57.5 µM]
COc1ccc(C2CC(c3ccc(F)cc3)n3nc(NC(=O)c4ccco4)nc3N2)cc1 (stereo not drawn)	-3.1%[57.5 µM]
CCOC(=O)c1ccc(N2CN(CCc3ccccc3)CNC2=S)cc1	8.1%
CCc1nnc(NC(=O)c2ccc(S(C)(=O)=O)cc2)s1	-2.0%[57.5 µM]
Cn1c(=O)c(C#N)c(-c2ccc(F)cc2)c2cc(C(=O)c3cc(Cl)cc(Cl)c3O)cnc21	-3.9%[57.5 µM]
Cc1cc(NC(=O)/C=C/c2ccccc2)c(C(C)C)cc1O	-1.4%
Cc1cccc2nc3ccccc3nc12	0.9%
Cn1c(N)c(C(=O)COC(=O)c2cc(-c3ccco3)nc3ccccc23)c(=O)n(C)c1=O	8.8%&-3.6%
COC(=O)c1ccc(C(/C=C/[C@@H](C)C(=O)N(C)Cc2ccccc2)NC(=O)OCc2ccccc2)cc1 (stereo partly drawn)	-0.4%
O=C(CCSc1nc2ccccc2s1)N/N=C/c1c(O)ccc2ccccc12	-3.7%
CC(C)CN(C(=O)CN1CCN(S(=O)(=O)c2ccccc2)CC1)c1c(N)n(CC(C)C)c(=O)[nH]c1=O	6.4%
CCOC(=O)c1cc(-c2ccccc2)n(CCC(=O)N2CCN(c3ccccn3)CC2)c1C	3.7%
O=S(=O)(c1ccc(NC(=S)Nc2ccccc2)cc1)N1CCOCC1	-8.5%
CN(C)CCN(C(=O)c1cc(Cl)sc1Cl)c1nc2ccc(F)cc2s1	-3.3%

Next results.
molecule,ERK EGF inh
Cc1nn(Cc2ccc(Cl)cc2)c(C)c1NC(=O)c1c(-c2ccccc2)noc1C,14.7%
CCCCC(CC)c1nnc(NC(=O)c2cccs2)s1 (stereo not drawn),-1.8%
Cc1ccc(C(=O)Nc2cc(=O)n(C)c(=O)n2C)o1,4.1%
O=C(c1ccncc1)N1c2ccccc2Sc2ccccc21,0.6%
CCOC(=O)C1(CCOc2ccccc2)CCN(Cc2ccc(COC)o2)CC1,-15.0%[57.5 µM]
CCN(CC)S(=O)(=O)c1ccc(NC(=O)COC(=O)c2cc(S(=O)(=O)Nc3ccc(OC)cc3)ccc2O)cc1,24.9%
N#CCCN1CCN(C2=NC(=O)/C(=C\c3cccs3)S2)CC1,2.3%
CC1CCCCN1C(=O)c1ccc(NC(=O)c2ccccc2Cl)cc1 (stereo not drawn),-9.6%
CC1=C(C(=O)Nc2ccccc2C)C(c2ccc(C)o2)NC(=S)N1 (stereo not drawn),5.5%
Cc1cc([N+](=O)[O-])nn1CC(=O)c1ccccc1,-3.8%
CC(C)(C)n1cc(S(=O)(=O)c2ccccc2)[nH]c1=O,-5.5%
Cc1ccccc1NC(=O)CCN1C(=O)CSC1=O,3.3%
COc1ccc(NC(=O)CN(c2ccc([N+](=O)[O-])cc2)S(=O)(=O)c2ccccc2)cc1,12.2%
Cc1cccc(N2CCC(N3CCN(C4CCCCC4)C(CCO)C3)CC2)c1C (stereo not drawn),-5.1%
O=C(COc1ccccc1-c1ccccc1)N/N=C/c1ccc2ccccc2c1,17.5%
COc1cc(O)c(C(CC(=O)N2CCOCC2)c2ccc3c(c2)OCO3)c(OC)c1 (stereo not drawn),4.3%[57.5 µM]
N#CCC(=O)N/N=C/c1cc([N+](=O)[O-])ccc1N1CCCC1,0.3%
COc1ccc(/C=C2\Cc3ccccc3C2=O)cc1OC,3.5%[57.5 µM]
CCOC(=O)CNc1ncc(C(F)(F)F)cc1Cl,0.0%
COc1ccc(CNC(=O)C/C(C)=N/NC(=O)c2ccc([N+](=O)[O-])cc2Cl)cc1,-6.0%
COC1=C/C(=C/c2c(O)c(C#N)c3ccccn23)C=CC1=O,?
O=C(COc1ccc(F)cc1)c1c(O)cc(O)cc1O,0.8%[57.5 µM]
CC(/C=C/c1ccccc1)=N\NC(=O)CCc1ccccc1,3.3%
S=c1[nH]nc(-c2ccco2)n1C1CCCCC1,3.5%
CCCCCCNC(=O)N[C@@H](C(=O)NCCC[C@H]1CN2C(=NC[C@@H]2Cc2ccccc2)N1CCc1cccc(OC)c1)C(C)C,4.5%[57.5 µM]
CCN1CCN(CC(=O)Nc2cc(C(F)(F)F)ccc2OCCOC)CC1,-0.1%[57.5 µM]
CC(=O)c1sc(-c2ccccn2)nc1C,1.9%[57.5 µM]
Cc1ccc(S(=O)(=O)N(C)C)cc1NC(=O)c1ccncc1,-4.1%
O=C(O)c1cccc(CSc2nc(-c3ccccc3)cc(C(F)(F)F)n2)c1,3.9%
COc1ccc(C(=O)N/C(=C\c2cccc3ccccc23)C(=O)N2CCN(C)CC2)cc1OC,3.2%
Cc1ccccc1-c1n[nH]c(=S)n1Cc1ccccc1,-5.8%
CCc1nc2c(c(=O)c3ccccc3n2C)c(=O)n1-c1ccc(F)cc1,23.6%
COc1ccc(Br)cc1CN1CCN(C(=O)c2ccc(OC)c(OC)c2)CC1,-2.6%
Cc1sc2ncnc(N3CCCC(C)C3)c2c1C (stereo not drawn),-6.3%
Cc1onc(-c2ccccc2Cl)c1C(=O)O/N=C(\N)c1ccc([N+](=O)[O-])o1,1.9%[57.5 µM]
Cc1ccc(-c2cc(C(F)F)nc(NCc3cccnc3)n2)cc1,-1.5%
COc1ccccc1NC(=O)CN1C(=O)CCS(=O)(=O)c2ccccc21,-1.8%
Cc1ccc(CNC(=O)CN(C)S(=O)(=O)c2cccs2)cc1,11.8%
CCN(CC)S(=O)(=O)c1cc(NC(=O)COC(=O)c2sc3ccccc3c2Cl)ccc1C,7.2%
Cc1cccc(NC(=S)NC(=O)/C=C/c2ccco2)c1,0.8%
COc1cc(NC(=O)c2ccc3c(SCC(=O)O)c4c(nc3c2)CCCC4)cc(OC)c1OC,9.2%
N#Cc1ccc(-n2c(-c3ccccc3)nnc2-c2ccccc2)cc1C#N,?
Cc1ccc(C(=O)OCc2c(C)noc2C)cc1NC(=O)c1ccco1,-0.7%
Cc1cccc(OCC(=O)Nc2ccc(S(=O)(=O)Nc3cc(C)nc(C)n3)cc2)c1,-4.2%
CN(C)C(=O)c1cc(-c2ccccc2)no1,-5.8%
CC(=O)c1ccc(S(=O)(=O)Nc2ccc(C(=O)NCC(c3ccccc3)N(C)C)cc2)cc1 (stereo not drawn),1.3%
O=C(Nc1ccccc1O)c1nc(Cl)ccc1Cl,15.3%
Cc1noc(C(=O)Nc2ccc3c(c2)OCO3)c1Cl,11.3%

Sorted by molecular weight (high to low): part of the list above.
molecule,ERK EGF inh
CCN(CC)S(=O)(=O)c1cc(NC(=O)COC(=O)c2sc3ccccc3c2Cl)ccc1C,7.2%
CC(=O)c1ccc(S(=O)(=O)Nc2ccc(C(=O)NCC(c3ccccc3)N(C)C)cc2)cc1 (stereo not drawn),1.3%
Cc1ccc(C(=O)OCc2c(C)noc2C)cc1NC(=O)c1ccco1,-0.7%
N#Cc1ccc(-n2c(-c3ccccc3)nnc2-c2ccccc2)cc1C#N,?
O=C(Nc1ccccc1O)c1nc(Cl)ccc1Cl,15.3%
Cc1noc(C(=O)Nc2ccc3c(c2)OCO3)c1Cl,11.3%
CN(C)C(=O)c1cc(-c2ccccc2)no1,-5.8%

(cont.)
molecule,ERK EGF inh
CN(C)C(=S)Nc1ccc2c(c1)OCCO2,0.5%[57.5 µM]
Cc1ccc(CONC(=O)c2ccccc2)cc1,-2.9%[57.5 µM]
CCC[C@@H]1C[C@@]1(CCC)C(NS(=O)(=O)c1cccc2cccnc12)c1ccc(Cl)cc1 (stereo partly drawn),9.2%
O=C(Nc1nnc(C2CC2)s1)c1ccco1,1.4%
O=C(Nc1nnc(-c2ccncc2)o1)c1ccccc1,19.4%
COc1cccc(S(=O)(=O)N2CCN(C(=O)c3ccco3)CC2)c1,3.9%
Cc1cccc(-n2cnc(C(=O)O)c2)n1,-2.9%
O=c1cc(CSc2nnc(COc3cccc4ccccc34)o2)c2ccccc2[nH]1,5.2%[57.5 µM]

Entries shown so far containing bromine:
molecule,ERK EGF inh
BrC(=C\c1ccccc1)/C=N/Nc1nc2ccccc2[nH]1,-6.4%
C[C@@H]1CC[C@H]2C(=O)N3[C@@H](CC[C@@H](C)[C@@H]3c3ccc(Br)cc3)C(=O)N2[C@H]1c1ccc(Br)cc1,-3.1%
COc1ccc(Br)cc1CN1CCN(C(=O)c2ccc(OC)c(OC)c2)CC1,-2.6%

New compounds follow:
molecule,ERK EGF inh
CCC(=O)c1ccc(OCC(O)Cn2nc(C)c(C(C)=O)c2C)cc1 (stereo not drawn),4.1%
O=C(Nc1nc(-c2ccccc2)cs1)c1ccc(S(=O)(=O)N2CCc3ccccc32)cc1,-2.7%
Cc1[nH]c2ccccc2c1N=Nc1ccc(F)cc1,2.1%
CC(=O)c1ccc(NC(=O)c2ccc(NC(=O)CCS(=O)(=O)c3cccs3)cc2)cc1,-26.0%
COc1ccc(NC(=O)N2CC[C@@]3(CCCN(C(=O)c4cccn4C)C3)C2)cc1,-10.8%
O=C(CS(=O)(=O)c1ccc(C(F)(F)F)cn1)NNC(=O)c1ccccc1,1.9%[57.5 µM]
N#Cc1ccsc1NC(=O)CN1CCN(c2ccccc2)CC1,-2.2%
COc1ccc(C(=O)Nc2ccc3nc(N4CCCCC4)cc(C)c3c2)cc1OC,-6.3%
COc1ccccc1NC(=S)N(CCCN1CCOCC1)Cc1cccs1,2.2%
Cc1ccc(NC(=O)CCC(=O)N/N=C/c2cccs2)cc1,5.3%
Cc1cccc(N=Nc2cnc(N)s2)c1,12.2%[57.5 µM]
O=C1CC(c2ccccc2Br)c2cc3c(cc2N1)CCC3 (stereo not drawn),10.6%
COC(=O)c1ccc(Nc2cc(C)nc3nc(C)nn23)cc1,2.2%
